Source: PubChem BioAssay
MEKK2wt PB1 HTS: raises or lowers MEK5 binding to wildtype human MEKK2 PB1 domain; 290,000 compounds, 1.1% hits; AID 1531; bead flow cytometry, Alexa488-MEK5 binding to MEKK2 WT; actives lie on both sides; binding response (% of control), % at 10 µM; in the data active means binding response below about 67% or above about 130%
NALP1 inh: inhibitors of NALP1 inflammasome in yeast. S. cerevisiae NALP1/ASC/caspase-1 growth, X-gal OD620, 72 h. 280,000 compounds, 0.61% hits. inhibition, % at 10 µM. AID 2071; in the data active means inhibition mostly above about 24%, no sharp cut-off; inactive means mostly below about 32%; further: some compounds called inactive have numbers as strong as hits
MEKK3 PB1 HTS: MEKK3-MEK5 PB1 interaction, increase or decrease | bead-based flow cytometry, Alexa488-MEK5 binding to MEKK3; actives lie on both sides; 0 = blocked by unlabeled MEK5, 100 = vehicle | 290,000 compounds, 1.4% hits | binding response (% of control), % at 10 µM;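 active means binding response more than 3 SD above or below the average of its plate-row segment, actives on both sides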;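 further: Alexa488 bead fluorescence after subtracting the streptavidin-only scavenger bead signal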
OXTR ag: activates the human oxytocin receptor | 320,000 compounds, 0.32% hits | CHO-OTR cells, Fluo-8 calcium fluorescence; normalized: DMSO 0%, oxytocin 100% | P30559 | activation, % at 3 µM;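 active means activation above the mean of all tested compounds plus 3 SD, cutoff set per screening run, cut at about 20% in these data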;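 further: peak over basal fluorescence ratio from a 100 s FLIPR kinetic read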
Target sequence (P30559 whole entry, looked up): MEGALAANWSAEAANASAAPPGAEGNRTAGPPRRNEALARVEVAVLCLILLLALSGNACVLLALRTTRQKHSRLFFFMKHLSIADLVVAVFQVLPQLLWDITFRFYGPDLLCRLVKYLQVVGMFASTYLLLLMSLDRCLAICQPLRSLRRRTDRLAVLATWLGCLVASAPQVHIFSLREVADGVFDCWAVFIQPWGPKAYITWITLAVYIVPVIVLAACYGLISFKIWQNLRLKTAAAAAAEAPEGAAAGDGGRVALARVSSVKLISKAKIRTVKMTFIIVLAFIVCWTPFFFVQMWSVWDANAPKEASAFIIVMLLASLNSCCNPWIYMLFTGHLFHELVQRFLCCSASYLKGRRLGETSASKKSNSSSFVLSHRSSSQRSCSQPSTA
PHOSPHO1 block: PHOSPHO1 (human) inhibition. Q8TCT1. recombinant PHOSPHO1, absorbance phosphatase assay. inhibition, % at 13.3 µM. 290,000 compounds, 1.1% hits. AID 1565; in the data active means inhibition above about 60%
Target sequence (Q8TCT1 whole entry, looked up): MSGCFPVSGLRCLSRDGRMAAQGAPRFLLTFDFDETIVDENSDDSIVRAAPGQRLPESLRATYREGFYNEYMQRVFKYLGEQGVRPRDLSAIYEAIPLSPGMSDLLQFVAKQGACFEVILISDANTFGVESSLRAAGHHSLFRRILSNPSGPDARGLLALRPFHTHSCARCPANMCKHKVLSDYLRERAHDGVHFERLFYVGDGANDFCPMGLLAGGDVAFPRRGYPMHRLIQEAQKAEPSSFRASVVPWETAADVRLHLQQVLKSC
MEKK2 mut-MEK5: signal of MEK5 binding to mutant human MEKK2 PB1 domain. percent response, % at 10 µM. AID 1530. bead flow cytometry, Alexa488-MEK5 binding to MEKK2 mutant. 290,000 compounds, 0.35% hits; in the data active means percent response above about 24%, passing the limit was not always enough; further: inactives centre near 1; some results filed as inactive read as strong as hits; reference of the scale not given here
M18AAP inhibitor: PfM18AAP enzyme inhibition; recombinant PfM18AAP, H-Glu-NHMec fluorogenic cleavage; AID 1822; inhibition, % at 7.35 µM; 290,000 compounds, 1.2% hits;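 active means inhibition above the campaign mean inhibition over all tested compounds plus 3 SD, cut at about 28% in these data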;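 further: 0% = plate median of test compound wells and 100% = 2 mM ZnCl2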
FID counter: fluorescent intercalator displacement, NS3 helicase counter-screen | DNA fluorescent intercalator displacement, fluorescence | inhibition, % at 7.9 µM | 290,000 compounds, 0.17% hits | AID 1845; in the data active means inhibition above about 37%;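 further: 0% = vehicle and 100% = reference compound; higher means more ethidium bromide displaced from hairpin DNA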
GPR7 antagonist: antagonists of human GPR7 (neuropeptides B/W receptor 1) | 290,000 compounds, 1.1% hits | P48145 | AID 1861 | inhibition, % at 4.4 µM | GPR7-expressing cells, fluorescence antagonist assay; in the data active means inhibition above about 16%, passing the limit was not always enough;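 further: cells stimulated with the agonist NPW; 0% = agonist with vehicle and 100% = vehicle without agonist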
Target sequence (P48145 whole entry, looked up): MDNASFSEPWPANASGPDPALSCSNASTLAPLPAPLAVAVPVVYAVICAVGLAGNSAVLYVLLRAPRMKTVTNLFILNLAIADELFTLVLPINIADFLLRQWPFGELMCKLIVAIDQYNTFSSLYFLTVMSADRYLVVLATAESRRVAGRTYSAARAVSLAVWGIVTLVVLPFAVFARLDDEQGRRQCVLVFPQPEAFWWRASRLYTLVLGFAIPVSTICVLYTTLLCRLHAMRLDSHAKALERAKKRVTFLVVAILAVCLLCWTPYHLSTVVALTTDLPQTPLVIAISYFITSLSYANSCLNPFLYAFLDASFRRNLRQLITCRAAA
Numbers without * were called inactive; . = no result given; & = joins results of further samples; [ ] = another dose, or the depositor's remark.

SMILES	MEKK2wt PB1 HTS	NALP1 inh	MEKK3 PB1 HTS	OXTR ag	PHOSPHO1 block	MEKK2 mut-MEK5	M18AAP inhibitor	FID counter	GPR7 antagonist
CCn1c(COc2ccccc2OC)nc2ccccc21	100	11	103	-1.7	.	3	-10	-14	-6
COc1ccc(NC(=O)C2(c3ccc(NC(=O)c4ccc(OC)c(OC)c4)cc3)CCCC2)cc1	103	1	101	2.7	27	3	7	-4	-7
CCOC(=O)Nc1c2ccccc2nc2ccccc12	100	7	99	0.7	20	7	3	10	0
CCOC(=O)c1sc(N)c(C(=O)OCC)c1C	98	.	89	0.6	36	-19	-6	-13	-3
CCOc1ccc(Cl)cc1/C=N/NC(=O)CNC(=O)c1ccccc1	93	26	104	-0.6	3	0	4	-9	-4
COc1ccc(N2CCC(CNS(=O)(=O)c3cccc(C(F)(F)F)c3)C2)cc1 (stereo not given)	108	14	105	-2.2	79*	16	6	6	-9
CC(C)(C)c1ccc(C(=O)Nc2ncn[nH]2)cc1	95	-1	107	0.4	28	6	10	4	6
CNC(=S)NNc1nncc2ccccc12	99	-2	102	0.1	-107	1	30*	1	-7
COc1cc(NC(=O)c2ccco2)c(OC)cc1NC(=O)Nc1ccccc1Cl	72	13	67	-2.1	-16	-19	-6	3	6
Cc1cc(C)c(NC(=O)CS(=O)CC(=O)NCCCc2ccccc2)c(C)c1 (stereo not given)	98	-6	98	-1.3	20	-1	4	-30	2
CCc1cc(C)cc(OCCOc2ccccc2/C=N/NC(C)=O)c1	110	6	108	-1.3	14	8	-7	-22	1
NC(=O)c1ccccc1NC(=O)CN1CCN(Cc2ccccc2)CC1	105	30	102	-0.1	23	7	-6	-4	-11
CC(=C/C(=O)O)/C=C/c1ccc(Cl)o1	106	0	110	1.1	-14	1	1	-6	-14
COc1ccc(N2CCN(C(=O)CCCn3nnnc3CN3CCOCC3)C(C)C2)cc1 (stereo not given)	103	17	105	0.3	46	11	7	-16	6
COc1ccc(NC2=CC(c3ccccc3)N(c3ccc(OC)cc3)C2=O)cc1 (stereo not given)	86	3	79	-0.3	20	-15	3	-29	1
CN(c1cccc(NC(=O)c2ccc(Cl)c(S(=O)(=O)N3CCOCC3)c2)c1)S(C)(=O)=O	104	2	104	.	-6	-1	1	-25	-5
Cc1cccc(NS(=O)(=O)c2c(C)n[nH]c2C)c1	90	8	81*[inhibitor]	1.2	16	-5	-7	-3	5
CC(/C=C1\SC(=S)N(NC(=O)c2ccccc2C)C1=O)=C\c1ccccc1	95	17	99	-0.9	-6	-1	9	-3	-3
Cc1cccc(OCC(=O)Nc2ccc(N3CCN(C(=O)c4ccco4)CC3)cc2)c1	104	1	102	18	19	3	3	-34	9
CN(C)c1ccc(NS(=O)(=O)c2ccc(-c3csnn3)cc2)cc1	101	43*	108	5.3	-4	4	18	2	-8

Entries of single compounds as entered above.
NC(=O)c1ccccc1NC(=O)CN1CCN(Cc2ccccc2)CC1 as listed: MEKK2wt PB1 HTS = 105; NALP1 inh = 30; MEKK3 PB1 HTS = 102; OXTR ag = -0.1; PHOSPHO1 block = 23; MEKK2 mut-MEK5 = 7; M18AAP inhibitor = -6; FID counter = -4; GPR7 antagonist = -11
CN(C)c1ccc(NS(=O)(=O)c2ccc(-c3csnn3)cc2)cc1 as listed: MEKK2wt PB1 HTS = 101; NALP1 inh = 43*; MEKK3 PB1 HTS = 108; OXTR ag = 5.3; PHOSPHO1 block = -4; MEKK2 mut-MEK5 = 4; M18AAP inhibitor = 18; FID counter = 2; GPR7 antagonist = -8

(more compounds)
SMILES	MEKK2wt PB1 HTS	NALP1 inh	MEKK3 PB1 HTS	OXTR ag	PHOSPHO1 block	MEKK2 mut-MEK5	M18AAP inhibitor	FID counter	GPR7 antagonist
CC1CCN(C(=O)C2(NC(=O)Nc3cccc(F)c3)CCCCC2)CC1	95	12	103	0.0	5	8	-4	0	-6
C=C1C(O)C[C@H]2C(=C)CCC3[C@H](OC(=O)[C@]3(O)CO)[C@@H]12 (stereo not given in full)	99	18	103	0.8	4	-4	-6	-1	-9
COc1ccc(NC(=O)c2cc(-c3cc(C)ccc3O)n[nH]2)cc1Cl	102	13	102	0.0	30	2	-1	-1	-9
COc1ccc(S(=O)(=O)N2CCN(c3ccccn3)CC2)cc1OC	.	18	.	1.0	-26	.	3	-14	-5
Nc1ccc2c(c1)C(=O)N(CC1CCCO1)C2=O (stereo not given)	104	25	105	1.1	14	1	-5	2	-8
CC(C)Cc1nc(N2CCC(C(N)=O)CC2)c2nnn(Cc3ccccc3)c2n1	107	5	101	-0.4	2	4	-6	-3	-5
O=C(NCc1ccco1)c1ccc(Cl)c(S(=O)(=O)Nc2ccccc2)c1	105	-3	100	0.4	35	7	4	-5	-9
Cc1nc2ncnn2c(C)c1CCC(=O)N1CCc2ccccc2C1	96	-3	100	0.7	10	2	1	-4	-7
COCCn1cnc2c1c(=O)n(CC(=O)OCC#N)c(=O)n2Cc1ccccc1	97	12	100	0.1	-4	-3	-1	-6	7
CC(=O)c1ccc(NC(=O)CN2CCC(NC(=O)C3CCCCC3)CC2)cc1	98	4	102	1.2	10	-4	5	-2	-7
Cc1ccc(S(=O)(=O)c2cnc(-c3ccccc3)nc2N2CCN(C)CC2)cc1	130	13	106	0.8	-6	28	-3	12	-13
O=C(NN=C1CCCCCC1)c1ccc(Cl)s1	96	9	98	.	-24	-5	-7	-6	-17
CN(CC(=O)NCCN1CCOCC1)S(=O)(=O)c1ccc(F)cc1	100	11	100	1.0	19	-3	0	1	-6
CCN1CCN(c2cc3c(nn2)Oc2ccccc2N3C)CC1	92	13	90	-0.5	-3	-2	2	7	-6
Clc1ccccc1CN1CCN(/N=C/C=C\c2ccco2)CC1	97	7	89	-2.0	-87	-2	1	-5	-1
O=C(CCn1c(=O)oc2ccccc21)N1CCOCC1	94	22	99	0.7	24	-6	2	4	-8
CC1CCCCC1NC(=O)c1nn(C)c(=O)c2ccccc12 (stereo not given)	103	-7	105	-1.7	4	5	3	-9	0
CCOC(=O)c1cc(CC)sc1N	104	-10	101	-2.0	-16	4	4	-4	-14
COC(=O)c1cccc(C23CC4(C2)[C@H](CN(CC2CCCCC2)[C@@H]4c2ccccc2)C3c2ccccc2)c1 (stereo not given in full)	109	.	104	-0.6	40	8	.	.	.
C(=N\c1nc2ccccc2n1CCN1CCCCC1)/c1cccs1	109	19	105	-0.5	-12	10	-10	15	8
CCOC(=O)Cn1cnc2c(nnn2-c2cccc(Cl)c2)c1=O	106	4	104	0.1	29	1	1	-5	19
CCOc1ccc(N(CC(=O)NCC2CCCO2)C(=O)CCC(=O)Nc2nccs2)cc1 (stereo not given)	102	-5	102	-0.8	43	-1	-4	-26	-1
Cc1noc(/C=C/N(C)C)c1S(=O)(=O)N(C)CC(=O)NC1CCCCC1	.	27	.	-1.2	14	.	-4	-27	8
Fc1ccccc1CNc1ccc(Cl)cc1	87	-2	89	-2.1	8	-5	2	0	-8
CN1CCC(=NNC(=O)CN(c2ccc([N+](=O)[O-])cc2)S(=O)(=O)c2ccccc2)CC1	100	-3	102	-0.9	37	5	12	-9	-14
Cc1cc(C)c2nc(C(F)(F)F)nc(N3CC(C)OC(C)C3)c2c1 (stereo not given)	.	-2	.	-2.2	7	.	4	-3	-9
CCc1ccc2ncc(C(=O)c3ccccc3)c(N3CCOCC3)c2c1	98	6	107	-1.3	53	4	5	-8	-14
O=C(COc1ccccc1)NNC(=O)c1cc2ccccc2o1	99	1	97	-0.5	-7	-3	-5	-5	-3
O=C(Nc1cccc(S(=O)(=O)C(F)F)c1)c1ccc(Cl)c(S(=O)(=O)N2CCOCC2)c1	103	38	104	11	18	4	1	-3	1
O=C(Oc1ccc(Cl)cc1N1C(=O)CCC1=O)c1ccco1	105	36	104	0.4	4	8	-9	6	-3

Reprinted from the part before: 2 entries; new compounds follow.
SMILES	MEKK2wt PB1 HTS	NALP1 inh	MEKK3 PB1 HTS	OXTR ag	PHOSPHO1 block	MEKK2 mut-MEK5	M18AAP inhibitor	FID counter	GPR7 antagonist
O=C(Nc1cccc(S(=O)(=O)C(F)F)c1)c1ccc(Cl)c(S(=O)(=O)N2CCOCC2)c1	103	38	104	11	18	4	1	-3	1
O=C(Oc1ccc(Cl)cc1N1C(=O)CCC1=O)c1ccco1	105	36	104	0.4	4	8	-9	6	-3
Cc1cc(Cl)ccc1NC(=O)CN1C(=O)NC2(CCCC2)C1=O	96	1	100	0.4	19	3	4	-7	-17
COc1ccccc1-c1coc2cc(O)cc(O)c2c1=O	99	22	97	-0.5	-3	3	-6	-5	-19
O=C(Nc1ccc(S(=O)(=O)N2CCCCC2)cc1)c1ccc(CN2CCc3ccccc3C2)cc1	114	4	106	13	46	14	-3	15	25*
O=C(OCc1nnc(-c2ccc(Cl)cc2)o1)c1ccc(O)cc1	95	20	103	3.1	53	-2	3	-10	5
COCCNC(=O)C1Cc2cc(S(=O)(=O)N3CCCC3)ccc2N1C(C)=O (stereo not given)	103	10	104	0.7	28	6	-3	-2	-4
COc1ccc2nc(C)cc(N3CCC(C(N)=O)CC3)c2c1	104	7	105	0.6	2	9	1	2	-7
O=C(c1ccc(Cl)cc1)N1CCC(O)(CSc2ccccc2)CC1	108	36	103	4.2	2	5	-8	-24	-4
O=C(Nc1ccccc1Cl)ON=C1c2ccccc2-c2ccccc21	97	-17	98	-1.7	-27	-3	-11	2	-4
CCOC(=O)c1[nH]c2ccc(Br)cc2c1NC(=O)CCN1CCCC(C)C1 (stereo not given)	97	23	98	2.0	4	-4	-1	9	7
COc1ccc(N2CCN(C(=O)c3ccc(S(=O)(=O)N4CCOCC4)cc3)CC2)cc1	105	-3	101	0.8	26	0	5	-10	-2
COc1ccc(Cn2nnnc2C(c2cc3cccc(C)c3[nH]c2=O)N2CCN(C)CC2)cc1 (stereo not given)	103	10	111	0.3	46	-1	-10	0	-6
COc1ccc(-c2nnc3ccc(SC)nn23)cc1	103	15	99	-1.3	-4	0	1	-6	-14
CC(C)C[C@@H](CC#N)N1CCN(CCc2ccccc2)CCC1=O	108	26	99	-0.9	-41	0	-1	-2	-5
Cc1ccc(NCCC(=O)c2ccc(Cl)c(Cl)c2)cc1	100	18	100	-1.1	10	1	-5	4	2
CCCCOc1ccc(S(=O)(=O)n2c(C)nc3ccccc32)cc1	107	3	109	-2.0	0	4	-4	-6	16
CCOCc1c(C(=O)NC2=Nc3ccccc3NC(CC)=C2C(=O)OCC)oc2ccccc12	104	8	109	-2.0	2	0	-2	-27	2
COc1ccc(OCC(O)CNC(=O)c2sccc2Cl)cc1 (stereo not given)	96	-5	98	0.1	12	2	-3	-3	-13
Cc1ccc(-n2nc(C)c3c2OC(N)=C(C#N)C3c2ccc(F)cc2)cc1 (stereo not given)	99	5	105	-0.4	-46	-2	7	-9	5
O=c1/c(=C/c2ccc(O)cc2)sc2nc3cc(Br)cnc3n12	102	20	97	1.0	-122	-1	19	-9	-3
COc1ccc(NC(=O)CC2SC(=Nc3ccccc3)NC2=O)cc1 (stereo not given)	91	-9	90	0.8	14	-5	-4	-10	6
COc1ccc(C(C(=O)NC2CCCC2)N(C(=O)c2ccco2)c2ccc3c(c2)OCO3)cc1OC (stereo not given)	99	24	99	-0.9	13	5	5	-43	12
CC(=O)Nc1ccc(Nc2nc(C)cc(C)n2)cc1	108	13	107	1.6	35	3	-12	-2	0
Cc1ccc(-n2[nH]c(C)c(/C=N/c3cccc(C)n3)c2=O)cc1	100	-12	97	1.5	20	5	-4	2	4
O=C(Nc1cccc(S(=O)(=O)NC2=NCCCCC2)c1)c1cc(-c2ccco2)nc2ccccc12	102	26	102	-0.8	-124	7	-22	-33	-8
Clc1ccc2nsnc2c1NC1=NCCN1	105	.	105	0.6&-0.5	.	2	.	.	.
Cc1cccc(N2CC(C(=O)OCc3ccc([N+](=O)[O-])cc3)CC2=O)c1 (stereo not given)	104	-31	105	7.2	60*	0	-3	-14	2
COc1nnc(-c2ccc(C)c(S(=O)(=O)N(C)C)c2)c2ccccc12	104	18	101	.	47	0	-5	-33	3
